Assay outcomes from PubChem.
M1 ag: human M1 muscarinic receptor agonism; P11229; CHO-K1 hM1, Fluo-8 calcium fluorescence, agonist mode; 0% DMSO, 100% acetylcholine EC100; activation, % at 3 µM; 360,000 tested, 0.33% active; AID 588814;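 active means activation above the run's mean compound activation plus 3 SD, cut at about 16% in these data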;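 further: peak over basal fluorescence ratio within a 140 s kinetic read after compound addition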
Target sequence (P11229 whole entry, looked up): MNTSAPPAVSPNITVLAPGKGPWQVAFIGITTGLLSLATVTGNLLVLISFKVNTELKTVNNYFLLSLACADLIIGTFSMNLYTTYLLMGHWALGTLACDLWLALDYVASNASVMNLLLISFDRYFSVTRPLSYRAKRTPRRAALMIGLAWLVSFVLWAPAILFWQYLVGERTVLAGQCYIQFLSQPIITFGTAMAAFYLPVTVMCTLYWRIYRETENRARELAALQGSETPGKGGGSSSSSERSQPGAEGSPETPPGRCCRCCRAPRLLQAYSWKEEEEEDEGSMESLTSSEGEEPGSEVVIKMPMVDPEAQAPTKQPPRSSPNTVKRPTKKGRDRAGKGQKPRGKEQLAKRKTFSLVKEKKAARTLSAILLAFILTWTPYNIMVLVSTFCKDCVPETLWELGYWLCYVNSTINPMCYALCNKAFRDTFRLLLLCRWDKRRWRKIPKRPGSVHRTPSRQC
TAAR1 agonist: human TAAR1 agonism; Q96RJ0; CHO RD-HGA16 TAAR1, Fluo-8 calcium fluorescence; vehicle wells 0%, saturating PEA agonist 100%; activation, % at 3 µM; 360,000 tested, 0.99% active;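 active means activation above the mean activation of all test compounds in the run plus 3 SD, cut at about 38% in these data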
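Assay system – CHO-derived RD-HGA16 cells with stable Gα16 and human TAAR1 · Compound dosing – one-point dosing at 3 µM (nominal) · Incubation – 17-24 h seeding, 75 min 37 °C dye, 30 min RT · Measured by – kinetic Fluo-8 calcium fluorescence · Control set – DMSO vehicle as 0%, PEA at EC100 as 100% · Repeats – single well for each compound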
OXTR agonist: activates the human oxytocin receptor; CHO-OTR cells, Fluo-8 calcium fluorescence; normalized: DMSO 0%, oxytocin 100%; activation, % at 3 µM; 320,000 tested, 0.32% active; AID 2435;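 active means activation above the mean of all tested compounds plus 3 SD, cutoff set per screening run, cut at about 20% in these data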;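 further: peak over basal fluorescence ratio from a 100 s FLIPR kinetic read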
M1 PAM: human CHRM1 positive allosteric modulation | P11229 | CHO-K1 hM1, Fluo-8 calcium fluorescence, ACh EC20; 0% = ACh EC20, 100% = maximal ACh | activation, % at 3 µM | 360,000 tested, 0.088% active; in the data active means activation above about 19%, passing the limit was not always enough
M1 antag: blocks human M1 muscarinic receptor. P11229. CHO-K1 hM1, Fluo-8 calcium fluorescence, ACh EC80 antagonist. inhibition, % at 3 µM. 360,000 tested, 1.3% active. AID 588852;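 active means percent inhibition above its own plate's cutoff, namely the mean of that plate's compound wells plus 3 SD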;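 further: peak over basal fluorescence ratio during 140 s after agonist addition; 0% = ACh EC80 plus DMSO and 100% = DMSO alone without agonist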
OXTR potentiator: potentiates the human oxytocin receptor response; P30559; 320,000 tested, 0.061% active; CHO-OTR cells, Fluo-8 calcium fluorescence, potentiator mode; 0% = oxytocin EC15, 100% = EC100; AID 2445; activation, % at 3 µM;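 active means activation above that plate's cutoff, the mean activation of tested compounds plus 3 SD, cut at about 6.6% in these data, passing the limit was not always enough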;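 further: 100% uses oxytocin at 75 nM as the full agonist control; some results filed as inactive read as strong as hits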
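Dosing: Single dose, 3.0 µM nominal final compound concentration | Material: Human OTR in CHO cells | Technique: Kinetic Fluo-8 calcium fluorescence | Benchmarks: EC15 oxytocin alone as 0%, 75 nM oxytocin as 100% | Probe or stimulus: Oxytocin at about EC15, sub-maximal agonist stimulus | Incubation: Compound 6 min at room temperature before oxytocin, 100 s read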
V1aR counter: counter-screen for oxytocin receptor agonists: human V1a receptor agonists. AID 2797. activation, % at 3 µM. P37288. 320,000 tested, 0.25% active. CHO-V1R cells, Fluo-8 calcium fluorescence, agonist mode; 0% DMSO, 100% 3 nM vasopressin;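 active means activation above the mean activation of all tested compounds plus 3 SD, per screening run, cut at about 20% in these data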;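 further: signal is peak over basal fluorescence ratio across a 100 second FLIPR read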
Target sequence (P37288 whole entry, looked up): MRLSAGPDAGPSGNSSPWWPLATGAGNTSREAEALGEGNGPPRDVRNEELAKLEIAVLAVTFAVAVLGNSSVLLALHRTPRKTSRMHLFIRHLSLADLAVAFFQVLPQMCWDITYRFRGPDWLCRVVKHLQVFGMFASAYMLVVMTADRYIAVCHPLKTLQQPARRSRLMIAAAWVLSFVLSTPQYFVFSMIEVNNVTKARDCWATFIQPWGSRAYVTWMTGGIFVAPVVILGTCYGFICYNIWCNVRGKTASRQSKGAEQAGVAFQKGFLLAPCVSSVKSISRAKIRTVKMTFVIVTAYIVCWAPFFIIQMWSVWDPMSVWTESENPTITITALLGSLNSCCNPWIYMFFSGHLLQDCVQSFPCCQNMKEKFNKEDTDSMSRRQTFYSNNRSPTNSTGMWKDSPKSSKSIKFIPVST
CHO parental Ca: signal in parental CHO cells, OX1R antagonist counter-screen | parental CHO-K1, ATP-induced calcium, Fluo-8 fluorescence | inhibition, % at 5.6 µM | 330,000 tested, 0.63% active | AID 463079;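 active means inhibition above that plate's mean sample inhibition plus 3 SD, cut at about 26% in these data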;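 further: 0% = ATP-challenged DMSO wells and 100% = DMSO wells without ATP; some compounds past the cut are filed as inactive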
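Test system: parental CHO cells; detection: calcium-sensitive Fluo-8 fluorescence; evaluation: percent inhibition of calcium signal; also added: ATP as calcium-mobilizing challenge; repeats: one well per compound; control set: ATP-challenged DMSO wells low, unchallenged DMSO wells high; compound: single nominal dose of 5.6 µM per compound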
TAAR1 antag: human TAAR1 antagonism. 360,000 tested, 1.5% active. inhibition, % at 3 µM. CHO RD-HGA16 TAAR1, Fluo-8 calcium fluorescence, antagonist. Q96RJ0;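 active means inhibition above a per-plate cutoff, the mean inhibition of test compounds on that plate plus 3 SD, cut at about 49% in these data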;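 further: 0% = DMSO plus EC80 beta-PEA response and 100% = DMSO alone without agonist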
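test system = CHO RD-HGA16 cells bearing hTAAR1 | replication = singlicate | controls = DMSO-only wells and EC80 β-PEA-stimulated wells | reagent = EC80 β-phenethylamine stimulus | read-out basis = percent inhibition of PEA-evoked calcium signal, max/basal emission ratio | schedule = seeding 17-24 h prior, 75-min 37 °C, 30-min RT dye loading | signal = kinetic Fluo-8 calcium fluorescence measurement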
Active calls of the source: *; / = not tested or not shown.

entry	smiles	M1 ag	TAAR1 agonist	OXTR agonist	M1 PAM	M1 antag	OXTR potentiator	V1aR counter	CHO parental Ca	TAAR1 antag
1	CC(=O)Nc1ccc(C(=O)N/N=C(\C)CC(=O)Nc2ccc(OCc3ccccc3)cc2)cc1	-3	1	-1.3	6	2	-6	0.4	-2	-7
2	COc1ccc(OC)c(S(=O)(=O)N2CCC(C(=O)NC3CC3)CC2)c1	-3	2	0.9	5	3	-9	0.1	-14	8
3	COC(=O)c1ccccc1NC(=O)C(CCS(C)(=O)=O)NC(C)=O (stereo not drawn)	-1	12	0.9	4	3	-1	1.5	-10	-13
4	CCOC(=O)NC(NC(=S)Nc1ccc(OC)cc1)C(Cl)(Cl)Cl (stereo not drawn)	-6	20	2.9	7	-3	-16	2.9	-12	-7
5	Nc1cccc(CCc2nc3ccccc3[nH]2)c1	-5	1	0.4	1	-3	-8	0.5	-6	3
6	COc1ccc(NC(=O)CCn2c(=O)c3cccn3c3ccccc32)c(OC)c1	1	11	3.0	-6	14	-10	3.5	-21	44
7	CN(Cc1ccccc1)C(=O)c1cccc(NC(=O)Cc2ccc(NC(=O)C3CCN(S(=O)(=O)c4cccc([N+](=O)[O-])c4)CC3)cc2)c1	-4	2	/	2	-7	/	/	/	-13
8	CCOC(=O)c1[nH]c2ccccc2c1NC(=O)Nc1ccc(OC)cc1	-4	6	-1.1	-3	-2	-8	-0.8	0	1
9	O=C(Nc1cccnc1)C1CCCN(c2ncnc3c2nc2n3CCCCC2)C1 (stereo not drawn)	-4	1	-1.2	-8	10	-12	-1.1	-23	-6
10	CSc1nc(C)cc(OCC(=O)N2CCOCC2)n1	-3	6	-0.2	10	-13	-7	-0.1	14	-6
11	O=C(Nc1ccccc1Oc1ccccc1)c1cccs1	-7	0	-2.5	-3	2	-3	-1.1	-16	-1
12	O=C(Nc1cccc(Cl)c1)Nc1ccccc1C(=O)O	1	8	0.4	10	-5	-1	-1.1	-3	-18
13	O=C(Nc1ccn(Cc2ccccc2F)n1)c1ccc(COc2ccc(Cl)cc2Cl)o1	1	5	1.0	1	-19	-11	3.8	7	39
14	CCN1C(=O)C2(C(C(=O)c3ccc(C)o3)=C(O)C(=O)N2CCCN2CCOCC2)c2ccccc21 (stereo not drawn)	-5	15	1.1	7	2	-10	1.1	-13	0
15	c1ccc(CSc2nnc3c4ccccc4c4ccccc4c3n2)cc1	/	/	0.4	/	/	-13	0.1	-8	/
16	CCN(c1ccccc1)S(=O)(=O)c1ccc(Cl)c(NC(=O)COC(=O)c2ccc(Cl)c(N)c2)c1	-2	1	-0.1	-5	1	-13	1.0	-9	-1
17	CCOC(=O)c1ccc(NC(=O)CNC(=O)C2CCCCC2)cc1	-1	16	-0.6	2	5	2	-0.2	-17	0
18	CNc1nc(=O)n(C2CCCO2)cc1C (stereo not drawn)	-1	5	/	3	-9	/	/	/	-18
19	CC#CC(=O)N1CCCC(C(=O)c2ccc(SC)cc2)C1 (stereo not drawn)	-2	0	-1.1	12	-10	3	0.6	-12	5
20	COc1ccc(/C(C)=N/N2CCCCC2)c(O)c1	18*	-2	3.5	4	1	-1	0.8	10	-23
21	Nc1ncnc2c1ncn2[C@@H]1O[C@H](CNS(=O)(=O)C2CC2)[C@@H](O)[C@H]1O	-2	4	/	4	-5	/	/	-7	-4
22	CCNC(=O)Cn1cc(C(F)(F)F)cc(Cl)c1=O	-3	4	0.4	11	-23	1	0.7	-8	-11
23	Cc1ccc(N2C(=O)C3ON(c4ccccc4)C(c4ccncc4)C3C2=O)c(C)c1 (stereo not drawn)	-3	20	-0.6	7	-5	-3	-0.3	-26	-7
24	Cn1c(C(O)c2ccccc2)nc(Cl)c1Cl (stereo not drawn)	-11	4	-1.5	-4	13	-1	-0.2	-6	-11
25	COc1cc(OC)c(C2=NOC(C(=O)NCc3cccnc3)C2)cc1Cl (stereo not drawn)	-2	5	1.3	3	-14	-16	-0.4	-3	13
26	O=C(NC1CC1)c1cccc(NC(=O)C2CCN(S(=O)(=O)c3cccc(C(F)(F)F)c3)CC2)c1	-3	10	/	0	10	/	/	/	0
27	COC(=O)C(Cc1ccc(O)cc1)NC(=O)C(C)Oc1ccccc1 (stereo not drawn)	-2	12	2.5	3	-2	-1	1.6	-8	-7
28	CN(C(=O)CN1C(=O)c2ccccc2S1(=O)=O)C1CCCCC1	-3	2	0.7	-6	3	1	0.4	-12	14
29	CCN(CC(=O)Nc1ccc(NC(C)=O)cc1)C(=O)c1ccc(N2CCCC2)c([N+](=O)[O-])c1	-4	2	/	6	-11	/	/	/	-35
30	COc1cccc(N(CC(=O)NCCSCc2ccc(C)cc2)S(C)(=O)=O)c1	0	3	/	12	-4	/	/	/	-4
31	CC1(C(=O)NS(=O)(=O)C2CC2)CCCN(C(=O)Cc2ccc3ccccc3c2)C1 (stereo not drawn)	-2	1	/	6	-4	/	/	/	-13
32	Cc1ccccc1CNC(=O)c1csc([C@@H]2O[C@H](CO)[C@@H](O)[C@H]2O)n1	0	2	/	0	-17	/	/	/	-21
33	Cc1ccc(S(=O)(=O)N(C)S(=O)(=O)c2ccc(C#N)cc2)cc1	/	/	-0.3	/	/	-8	0.8	-4	/
34	O=C(CN1C(=O)C2C3C=CC(C3)C2C1=O)N1CCc2ccccc2C1 (stereo not drawn)	-3	2	-0.2	8	-14	-17	-1.0	5	-2
35	COc1ccc2c(c1)c1nc3ccccc3nc1n2Cc1ccc(OC)c(OC)c1	-9	0	2.0	4	-1	-5	1.5	3	-4
36	Cn1c2ccccc2c(=O)c2cc(C#CC3(O)CCCCC3)ccc21	-7	16	-0.8	4	-5	5	-0.7	-24	41
37	C=C1CSc2nc(=O)c3c(C)c(C)sc3n21	-5	7	/	3	-26	/	/	/	-7
38	NNc1nc(Nc2ccccc2)nc(Nc2ccccc2)n1	-9	12	-3.3	-5	-8	-13	-0.4	3	9
39	Cc1cc(C)cc(NC(=O)C2CC(=O)n3ncnc3N2)c1 (stereo not drawn)	-2	1	1.1	14	-17	3	1.6	-1	-24
40	COc1ccc(C(C(=O)NC(C)(C)C)N(CCO)C(=O)CCC(=O)Nc2cc(C)on2)cc1 (stereo not drawn)	-2	4	0.8	3	-1	7	1.0	-1	-8
41	COc1ccc(CCNC(=S)Nc2ccc(C)cc2C)cc1	-12	-2	-2.5	5	-4	3	-1.4	-20	4
42	Nc1ccc2nc(-c3ccccc3)c(-c3ccccc3)nc2c1	4	5	4.0	-2	13	-4	5.0	-1	23
43	O=C1C=C(c2cccs2)C[C@H](c2ccccc2)[C@H]1n1nnc([N+](=O)[O-])n1	-12	-1	-1.9	-14	14	-1	-1.1	-13	5
44	CC(C)Cn1nc(NC(=O)c2cccs2)c2cc3ccccc3nc21	-1	0	-2.7	4	-8	-6	-1.6	-19	1
45	Brc1cnc2nc(SCc3nc4ccccc4[nH]3)[nH]c2c1	-2	5	0.8	4	-6	-1	0.2	-16	-9
46	O=C(COC(=O)COc1ccc(Cl)cc1)Nc1cccnc1Cl	-2	1	/	6	-11	/	/	/	-24
47	CCOC(=O)c1c(NC(=O)CN2C(=O)NC(C)(c3ccc(Cl)cc3)C2=O)sc(C(=O)NC)c1C (stereo not drawn)	-3	8	1.6	8	-4	-13	3.6	-28	11
48	Cn1cc(Br)c(C(=O)NN2C(=O)C3C4C=CC(C5CC45)C3C2=O)n1 (stereo not drawn)	-2	5	0.4	0	7	-1	-0.7	-4	-30
49	O=S(=O)(c1cccc(-c2cn3cccnc3n2)c1)N1CCOCC1	-4	2	0.5	0	0	-2	1.7	-6	3
50	CCCc1ccccc1OCCNS(=O)(=O)c1cc2c(cc1C)OCC(=O)N2	1	1	4.6	6	-8	-9	10	24	8
51	COc1ccc(-c2nc(Cn3c(SCc4ccc(C)cc4)nc4ccncc43)c(C)o2)cc1OC	-8	0	-0.8	3	2	-6	-0.1	-10	-37
52	COCC(C)NC(=O)c1cc2c(ccc3ccccc32)oc1=O (stereo not drawn)	-5	3	-1.2	6	-12	-11	-0.1	-5	13
53	CS(=O)(=O)N(CC(=O)NCC1CCCO1)c1cc(Cl)c(Cl)cc1Cl (stereo not drawn)	-7	-1	0.7	6	-6	-17	0.9	-30	25
54	CCOc1ccc(NC(=O)CCNS(=O)(=O)c2cccc3nsnc23)cc1	-6	5	0.7	11	-16	0	0.1	-15	-26
55	CCOc1ccc(N(C)S(=O)(=O)c2cc(-c3cc(C)no3)ccc2C(C)C)cc1	-1	0	-1.9	5	-2	-14	0.7	21	19
56	CC(C)OC(=O)c1cc(NC(=O)c2nn(C)cc2Br)cc(C(=O)OC(C)C)c1	-4	2	-1.7	-3	4	-6	0.4	-8	2
57	CCOC(=O)c1[nH]c2ccc(F)cc2c1NC(=O)Nc1ccccc1OC	-5	12	-1.2	5	-10	1	-1.0	-16	0
58	N#Cc1ccc(NC(=O)COC(=O)C2CCC2)cc1	-1	1	/	1	-7	/	/	/	5
59	CC(C)Cc1nc2c(nnn2Cc2ccccc2F)c(=O)[nH]1	-3	1	0.0	6	-12	2	-0.6	-9	-22
60	Cc1nc(/N=C\c2ccc(N(C)C)cc2)sc1C	-4	8	0.7	1	1	-5	-0.5	6	6

Next section
entry	smiles	M1 ag	TAAR1 agonist	OXTR agonist	M1 PAM	M1 antag	OXTR potentiator	V1aR counter	CHO parental Ca	TAAR1 antag
61	COC(=O)CCC/C=C1/SCC(NC(=O)c2ccccc2)/C1=N/O (stereo not drawn)	-9	1	0.2	8	-2	-4	0.7	-10	7
62	O=C(CSc1nc(O)cc(=O)[nH]1)N1c2ccccc2CCc2ccccc21	-2	1	2.8	20	-12	-6	0.5	-14	-2
63	C=C(C)Cn1c(CCNC(=O)CC)nc2ccccc21	0	-1	0.1	-8	21	-11	-0.3	-15	7
64	COc1cccc(NC(=O)CN(C)C(=O)c2cccc(S(=O)(=O)N3CC4(C)CC3CC(C)(C)C4)c2)c1 (stereo not drawn)	-4	0	-0.9	5	-4	-7	0.3	-11	15
65	COc1ccc(NC(=O)CN2C(=O)C(C)Oc3ccccc32)cc1OC (stereo not drawn)	2	7	2.4	15	-18	-11	1.1	-8	-1
